# FECH block: inhibitors of human ferrochelatase | P22830 | purified FECH, Ni-mesoporphyrin absorbance 550 nm | calls only at 10 µM (by protocol) | 20,000 compounds, 3.3% hits | AID 1671448;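 active = enzyme reaction rate more than 3 SD below the solvent-only control wells on the same plate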;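 also: lower slope than DMSO wells means FECH inhibition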
# Target sequence (P22830 whole entry, looked up): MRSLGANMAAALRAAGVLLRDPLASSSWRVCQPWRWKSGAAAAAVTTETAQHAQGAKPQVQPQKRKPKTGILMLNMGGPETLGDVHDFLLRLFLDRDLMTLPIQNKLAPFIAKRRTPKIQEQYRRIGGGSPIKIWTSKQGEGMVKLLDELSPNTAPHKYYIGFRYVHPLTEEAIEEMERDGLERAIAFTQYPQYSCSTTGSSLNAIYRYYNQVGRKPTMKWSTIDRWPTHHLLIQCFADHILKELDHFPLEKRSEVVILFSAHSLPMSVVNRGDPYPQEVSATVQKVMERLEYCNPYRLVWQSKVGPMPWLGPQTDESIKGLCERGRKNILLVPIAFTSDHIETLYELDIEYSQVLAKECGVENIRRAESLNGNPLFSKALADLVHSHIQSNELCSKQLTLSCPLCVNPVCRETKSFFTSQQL
# Calls only; i = inactive; + = active, no number.
SMILES,FECH block
O=C(O)c1cccnc1CN1CCN(Cc2ccc3c(c2)OCO3)CC1,i
COc1cc(NC(=O)NCCc2nc3cccnc3n2C2CCCCC2)cc(OC)c1,i
COc1cccc(-c2cc(N3CCN(S(=O)(=O)c4cc(F)ccc4F)CC3)ncn2)c1,i
Cc1cc(N(C)C)nc(Nc2ccc(NC(=O)C3CCCO3)cc2)n1 (stereo not given),i
COc1cccc(CNC(=O)c2cc3n(n2)CC(C)(C(=O)NCc2ccc(F)cc2)N(C)C3=O)c1OC (stereo not given),i
CC(C)CCNC(=O)c1nc[nH]c1C(=O)N1C[C@@H](C)O[C@@H](C)C1,i
CCCC(=O)Nc1ccc(Sc2cc(CC)nc3ncnn23)cc1,i
Cc1cc(C)n(CC(C)NCC(=O)NC(C)C)n1 (stereo not given),i
CN(CCc1ccccn1)Cc1cnc2c(-c3ccccc3)cnn2c1,i
CCC(C)(C)c1nnc(NC(=O)NCc2ccco2)s1,i
Cn1c(=O)c2c(-c3ccccc3Cl)c(Nc3ccccc3)oc2n(C)c1=O,i
CN1CCN(c2nc(Nc3cccc(Cl)c3)c3cnn(-c4ccccc4)c3n2)CC1,i

# Copied from the entries so far (four entries):
SMILES,FECH block
Cc1cc(C)n(CC(C)NCC(=O)NC(C)C)n1 (stereo not given),i
CN(CCc1ccccn1)Cc1cnc2c(-c3ccccc3)cnn2c1,i
CCC(C)(C)c1nnc(NC(=O)NCc2ccco2)s1,i
Cn1c(=O)c2c(-c3ccccc3Cl)c(Nc3ccccc3)oc2n(C)c1=O,i

# Next section:
SMILES,FECH block
CCN(CC)c1ncccc1CNC(=O)[C@H]1[C@@H]2C=C[C@@]3(CN(C)C(=O)[C@@H]13)O2,i
O=C(CCN1CCC(OCc2cccnc2)CC1)NC1CCCCCC1,+
CN(CCCc1cnn(C)c1)C(=O)c1ccc2c(c1)OCO2,i
CCc1cn[nH]c1C1CCCN(C(=O)c2cnc(-c3cccnc3)nc2)C1 (stereo not given),i
CCCC(=O)Nc1nc2n(n1)C(c1ccc(Cl)cc1)C=C(c1ccc(C)cc1)N2 (stereo not given),+
CCc1cnc(N2CCn3nc(C(=O)NCc4ccccn4)cc3C2)nc1,i
CCC1=C(c2ccc(OC)cc2)S(=O)(=O)N(CC(=O)NCc2ccc(N(C)C)cc2)C1=O,i
CCOc1ccc(Nc2nc(N3CCC(C)CC3)nc3c2cnn3-c2ccccc2)cc1,i
O=C(NC1CC1)C1CCN(c2ncnc3c2nc2n3CCCCC2)CC1,i
CC(C)Cc1cc(C(=O)NCCC2CN(C)CCO2)n[nH]1 (stereo not given),i
COc1ccccc1NC(=O)Nc1nc(CC(=O)Nc2cccc(Br)c2)cs1,i
CNC(=O)[C@@H]1C[C@H](N)CN1C(=O)CN(C)Cc1ccncc1,i

# Marked active in FECH block, of those listed so far:
SMILES,FECH block
O=C(CCN1CCC(OCc2cccnc2)CC1)NC1CCCCCC1,+
CCCC(=O)Nc1nc2n(n1)C(c1ccc(Cl)cc1)C=C(c1ccc(C)cc1)N2 (stereo not given),+

# Next entries follow:
SMILES,FECH block
CCCc1c(C)nc2ncnn2c1Sc1ccccc1NC(=O)c1ccccc1,+
CC(C)CCNC(=O)C1CCN(c2ccc(-c3ccccc3)nn2)CC1,i
Cc1ccccc1Nc1nc(NCCCOC(C)C)nc2c1cnn2-c1ccccc1,i
O=C(CCC(=O)N1CCc2cc(S(=O)(=O)NCCc3ccccc3)ccc21)N1CCOCC1,i
COc1ncc(CN2CC(c3ccccn3)C2)cn1,i
Cc1nccc(-c2ccccc2)c1C(=O)N1C[C@H]2C[C@H](O)[C@H](O)C[C@H]2C1,i
Cc1cnc2c(C(=O)NC(Cn3ccnc3)C(C)C)cnn2c1 (stereo not given),i
Cc1ccc(N2CCCS2(=O)=O)cc1NC(=O)c1ccc(Br)o1,i
COc1ccc(CC(=O)Nc2ccc(Nc3nc(C)cc(Nc4ccc(OC)cc4)n3)cc2)cc1,i
COc1ccccc1Cn1c(CNS(=O)(=O)c2cccc(Cl)c2)nc2cccnc21,i
O=C1NCC2(CCCN(Cc3cccc(-c4ccccn4)c3)CC2)O1 (stereo not given),i
Cc1nc(CN(C)C(=O)CCn2nnc3ccccc32)no1,i
Cc1nnc(NC(=O)N2CCCN(c3ccccc3C)CC2)s1,i
CN1CCNC(=O)C12CCN(C(=O)CN1CCC(c3ccccc3)C1)CC2 (stereo not given),i
Cc1ccoc1CN1CCN(c2ncccn2)CC1,i
CN1CCNC(=O)C12CCN(C(=O)c1ccc(-c3ncn[nH]3)cc1)CC2,i
COC(=O)c1ccc(Cl)cc1NC(=O)N1CCN(Cc2nc3cccnc3n2-c2ccccc2)CC1,i
Cc1ccc(NC(=O)C2CCCCC2)c(NC(=O)C(C)n2ccnc2)c1 (stereo not given),i
O=C([C@H]1[C@H]2C=C[C@]3(CN(C4CCCCC4)C(=O)[C@@H]13)O2)N1CCn2cncc2C1,i
Cc1ccc2oc(=O)n(CC(=O)NC3CCC(n4cnnc4)CC3)c2c1 (stereo not given),i
CCCn1nc(C)c2c1NC(=O)CC2c1cn[nH]c1-c1cc(C)ccc1C (stereo not given),i
CN(Cc1ccc2nccnc2c1)Cc1cc2n(n1)CCCNC2,i
CC(C)c1nccc(C(=O)NCc2nncn2C2CCCCC2)n1,i
Cc1cc(C)n2nc(N(Cc3cccc(F)c3)S(=O)(=O)c3ccccc3)nc2n1,i
CCc1c(C)nc2ncnn2c1Sc1ccccc1NC(=O)c1ccc(OC)c(Br)c1,i
Cc1nnc2n1CCN(C(=O)c1cn(-c3ccccc3)nn1)CC2,i
CC(c1cccc(-c2nc3ccccc3cc2CO)c1)N1CCCC1 (stereo not given),i
CCC(Cn1ccnc1)NC(=O)c1cccc(CC2CCNCC2)c1 (stereo not given),i
Cc1ccc(C)c(NC(=O)CCS(=O)(=O)c2ccc3c(c2)CC(=O)N3C)c1,i
CCN(CC)c1ncc(NS(=O)(=O)c2ccc3c(c2)CCCC3)cc1C(=O)O,i
Cc1ccccc1N1CCN(Cc2cc(C#CCO)cs2)C(C)C1 (stereo not given),i
CCCc1c(C)nc2ncnn2c1Sc1ccc(NC(=O)c2c(OC)cccc2OC)cc1,i
COC(=O)c1cc2c(cc1NC(=O)C1CCN(c3ncnc4c3nc3n4CCCCC3)CC1)OCO2,i
CC(C)(C)c1ccc(-c2nc3nc(CN4CCCCCC4)cc(=O)n3[nH]2)cc1,i
COCC(C)NCCNc1cccnc1 (stereo not given),i
CCOC(=O)N1CCC(N2C[C@H](N)C[C@H]2C(=O)NC)CC1,i

# 5 compounds out of the list, sorted by heavy-atom count, descending:
SMILES,FECH block
CC(C)(C)c1ccc(-c2nc3nc(CN4CCCCCC4)cc(=O)n3[nH]2)cc1,i
Cc1ccc(C)c(NC(=O)CCS(=O)(=O)c2ccc3c(c2)CC(=O)N3C)c1,i
CCC(Cn1ccnc1)NC(=O)c1cccc(CC2CCNCC2)c1 (stereo not given),i
Cc1nnc2n1CCN(C(=O)c1cn(-c3ccccc3)nn1)CC2,i
CCOC(=O)N1CCC(N2C[C@H](N)C[C@H]2C(=O)NC)CC1,i

# Continued.
SMILES,FECH block
Cc1nnc(NC(=O)NCCC2CCCCCC2)s1,i
CC(C)CNC(=O)c1nc[nH]c1C(=O)N1CCOCC1,i
COc1cc2c(cc1C(=O)N1CC(c3ccncc3)C1)CCC2,i
CCC(C)NC(=O)CN1C(=O)C2CCCCN2c2ccc(C(=O)N(C)C)cc21 (stereo not given),i
Cc1cc(N2CCCC2)nc(Nc2ccc(NC(=O)Cc3ccccc3)cc2)n1,i
O=C(CNCCCN1CCOCC1)NC1CCCCCCC1,i
CCN(CC)C(=O)[C@@H]1C[C@H](N)CN1C(=O)c1cc2c(s1)CCCCC2,i
CCc1nc(NC(=O)NCCc2nc(-c3ccccc3)cs2)nn1C,i
CCCSc1ccccc1-n1cnnc1,i
CSc1ccccc1C(=O)Nc1cc(C)nn1-c1ncnc2c1cnn2-c1ccc(F)cc1,i
COc1ccc2c(CN3CCOCC(CN(C)C)C3)cn(C)c2c1 (stereo not given),i
CCOc1ccc(S(=O)(=O)N2CCN(c3nc(C)cc(N(C)C)n3)CC2)cc1,i
COc1ccc(N2C(=O)CCS2(=O)=O)cc1S(=O)(=O)NCc1cccc(C)c1,i
Cc1ccccc1Nc1oc2c(c1-c1ccccc1)c(=O)n(C)c(=O)n2C,i
COc1ccc(-c2cn(Cc3nc(C)c4c(n3)CCCC4)nn2)cc1OC,i
COc1ccc(Nc2cc(C)nc(Nc3ccc(NC(=O)c4cccc(Cl)c4)cc3)n2)cc1,i
Cc1cc(N2CCCCC2)nc(N2CCN(S(=O)(=O)c3cccc(Cl)c3)CC2)n1,i
CCCc1nc(C)cc(N2CCC(Cc3ccccc3)(C(=O)O)CC2)n1,i
CCC(CC)C(=O)Nc1cc(C)nn1-c1ncnc2c1cnn2-c1cccc(Cl)c1,+
O=S(=O)(Nc1nc2n(n1)C(c1ccc(F)cc1)C=C(c1ccc(Cl)cc1)N2)c1ccccc1 (stereo not given),i
COc1ccc(O)cc1CN1CCCC(CNC(=O)C=C(C)C)C1 (stereo not given),i
CNC(=O)CNC(=O)CCC1(Cc2ccccc2)C(=O)N(C)c2ccccc21 (stereo not given),i
Cc1ccc(C2(CN3CCN4C(=O)CN(C)C(=O)C4C3)CCNCC2)nc1 (stereo not given),i
CC(C)CCNC(=O)C1c2c(n(C)c3ccccc23)SCC(=O)N1CCc1ccc(Cl)cc1 (stereo not given),i
CCOc1ccc(NC(=O)CSc2nc(-c3ccc4c(c3)OCO4)nc3cc(=O)[nH]n23)cc1,i
O=C(Nc1n[nH]c(Cc2ccccc2)n1)N1CCc2ccccc2C1,i
Cc1ccc(Nc2cc(C)nc(Nc3ccc(NC(=O)c4ccccc4F)cc3)n2)cc1,i
CN1CC2(CCN(C(=O)c3ccc(CC4CCCNC4)cc3)CC2)OC1=O (stereo not given),i
CCn1c(=O)n(Cc2ccccc2Cl)c(=O)c2cnc(-c3ccc(OC)cc3)nc21,i
Cc1ccc(Cn2c(CNS(C)(=O)=O)nc3cccnc32)cc1,i
Cc1ccc(S(=O)(=O)NCc2nc3cccnc3n2CC(C)C)cc1C,+
Cc1ccc2cc(-c3noc(CCC(=O)Nc4cccc(Cl)c4)n3)c(=O)[nH]c2c1,i
Cc1ccc(-c2cc(O)c3c(c2)CN(C(=O)c2cccc(F)c2)CCO3)s1,i
Cc1oc(-c2ccc(Cl)cc2)nc1CSc1nc(-c2ccncc2)cc(=O)[nH]1,i
COc1cccc(Cn2c(=O)c3cnc(-c4ccc(C)cc4)nc3n(C)c2=O)c1,i
Cc1cnc(N(C)CC2CCCO2)nc1N(C)C (stereo not given),i
Cc1cc(N2CC(c3cccnc3)C2)c2cc3c(cc2n1)OCO3,i
O=C1OCCN1c1ccccc1-n1cnnc1,i
O=C(NCc1ccccc1)c1nc[nH]c1C(=O)N1CCCCC1,i
CN1CCc2c(sc(NC(=O)C3COc4ccccc4O3)c2-c2nc3ccccc3s2)C1 (stereo not given),i
CCn1cc(-c2c(-c3ccccc3)ncn2Cc2ccc3nonc3c2)c(C)n1,i
NC(=O)c1cnc2n1CCN(C(=O)c1ccc(-n3ccnc3)cc1)C2,i
CCc1c(C)nc2ncnn2c1Sc1ccc(NC(=O)c2ccc(OC)cc2)cc1,i
CN(C)Cc1nnc(C(=O)N2CCC(N(C)C)C2)o1 (stereo not given),i
Cc1ccc(S(=O)(=O)N2CCCc3cc(C(=O)Nc4ccc(S(N)(=O)=O)cc4)ccc32)cc1,i
Cc1cccc(C)c1Oc1ncccc1CNC(=O)c1ccnn1C(F)F,i
Cc1cccc(Nc2nc(N3CCCCC3)nc3c2cnn3-c2ccccc2)c1,i
Cc1ccc(N=C2NC(=O)C(Cc3nc(C)nn3-c3ccc(F)cc3)S2)cc1 (stereo not given),i
CC(C)c1ccc2c(c1)-c1ccccc1S(=O)(=O)N2CC(=O)N1CC(=O)Nc2ccccc21,i
Cc1cccc(-c2cc(N3CCN(S(=O)(=O)c4ccc(F)cc4)CC3)ncn2)c1,i
CN1CCC(N(C)CC(=O)N2CCC(Cc3cccc(C(N)=O)c3)C2)CC1 (stereo not given),i
CN1CCCCC1CCC(=O)N(Cc1ccc2[nH]ccc2c1)C1CC1 (stereo not given),i
CCn1nc(C)c(NC(=O)CN2CCC2c2cccc(OC)c2)c1C (stereo not given),i
CC(C)c1nc(C2(S(=O)(=O)c3ccccc3)CC2)n(-c2ccccn2)n1,i
Cc1ccc2cc(-c3noc(CCC(=O)Nc4ccccc4F)n3)c(=O)[nH]c2c1,i
CC1(C)CC1(C(=O)NC1CCC(n2cnnc2)CC1)c1cccs1 (stereo not given),i
Cc1cccc2c(CCNS(=O)(=O)NCc3ccccc3)c[nH]c12,i
CCOc1ccccc1-c1nc(CSc2nc(C)c(Cc3ccccc3)c(=O)[nH]2)c(C)o1,i
Cc1ccc(SCCNc2nccc(-c3cn(C)nc3C)n2)cc1,i
COC(=O)c1ncccc1OCc1nc(-c2sccc2C)oc1C,i

# Following part:
SMILES,FECH block
O=C(Cc1cccs1)NC1CC(=O)N(c2ccccc2)C1 (stereo not given),i
O=C1C[C@H]2CC[C@@H](CN1)N2C(=O)CCc1ccccc1,i
Cc1ccc(NC(C)(C(=O)NCc2c(C)n[nH]c2C)c2ccccc2)cc1 (stereo not given),i
O=C(Nc1ccc2c(c1)OCO2)c1ccc(=O)n(Cc2ccc(Cl)cc2)c1,i
COc1ccccc1CNc1nc(-c2nnc(-c3ccc(C)cc3)o2)nc2ccccc12,i
Cc1ccc(C(=O)N(Cc2nc3nc(C)cc(C)n3n2)c2ccc(Cl)cc2)cc1,i
CCCn1c(CNS(=O)(=O)c2cc(C)ccc2C)nc2cccnc21,i
Cc1ccc(S(=O)(=O)N2CCC(n3c(-c4ccccc4)nc4cccnc43)CC2)c(C)c1,i
CCOC(=O)Cn1c(=O)n(-c2ccc(C)c(C)c2)c2nc(-c3cccc(C)c3)nc(C(N)=O)c21,i
COc1ccc(OCCNS(=O)(=O)c2cc(N3C(=O)CCS3(=O)=O)ccc2C)cc1,i

# Reformatted with bars between the fields: part of the list above.
compound | FECH block
CCCn1c(CNS(=O)(=O)c2cc(C)ccc2C)nc2cccnc21 | i
Cc1ccc(C(=O)N(Cc2nc3nc(C)cc(C)n3n2)c2ccc(Cl)cc2)cc1 | i

# Screens (PubChem BioAssay)

# Some of the compounds tested; the hit share may differ from the screen's.
